Source: PubChem
Jurkat NFkB inh: lowers PMA/ionomycin-induced NF-kB signal in Jurkat cells; PMA/ionomycin-induced NF-kB luciferase reporter, luminescence; inhibition, % at 4 µM; 330,000 compounds, 0.53% hits; AID 435003; in the data active means inhibition above about 50%
UBC13 polyUb: human UBC13 polyubiquitination inhibition | inhibition, % at 20 µM | P61088 | 330,000 compounds, 0.47% hits | UBC13 polyubiquitin chain formation, TR-FRET; in the data active means inhibition above about 45%, passing the limit was not always enough
Target sequence (P61088 whole entry, looked up): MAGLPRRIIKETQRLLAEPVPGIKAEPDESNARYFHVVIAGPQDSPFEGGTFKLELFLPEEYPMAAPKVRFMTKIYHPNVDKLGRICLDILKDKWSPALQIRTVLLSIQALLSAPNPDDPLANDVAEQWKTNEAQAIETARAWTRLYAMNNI
EBI2 antag: blocks human EBI2 receptor beta-arrestin signaling; P32249; EBI2 beta-arrestin recruitment, luminescence, 7a,25-OHC stimulated; inhibition, % at 5 µM; 360,000 compounds, 0.81% hits; AID 651636; in the data active means inhibition above about 38%;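 further: enzyme fragment complementation signal reports receptor beta-arrestin coupling in cells; 0% = agonist plus DMSO wells and 100% = wells without agonist; some results beyond the cut were filed as inactive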
APJ antagonist: antagonists of human APJ apelin receptor; P35414; CHO-K1 APJ beta-arrestin complementation, luminescence; inhibition, % at 20 µM; 330,000 compounds, 0.32% hits; AID 2521;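 active means inhibition above about 40% at 20 µM, limit read from the data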;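 further: cells challenged with 10 nM apelin-13 agonist together with compound; plate controls were apelin-13 plus DMSO wells for no effect and DMSO wells lacking apelin-13 for full effect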
Target sequence (P35414 whole entry, looked up): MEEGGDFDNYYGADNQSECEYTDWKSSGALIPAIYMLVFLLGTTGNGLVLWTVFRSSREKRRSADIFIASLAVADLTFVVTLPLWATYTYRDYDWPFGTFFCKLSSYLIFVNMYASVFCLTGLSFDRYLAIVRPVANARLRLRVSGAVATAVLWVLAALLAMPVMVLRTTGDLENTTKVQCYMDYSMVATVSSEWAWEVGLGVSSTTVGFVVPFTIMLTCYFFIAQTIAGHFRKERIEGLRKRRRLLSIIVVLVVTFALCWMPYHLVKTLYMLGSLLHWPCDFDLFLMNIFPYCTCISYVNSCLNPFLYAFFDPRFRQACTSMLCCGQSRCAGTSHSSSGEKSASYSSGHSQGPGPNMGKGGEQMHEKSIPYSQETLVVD
Gli-Sufu antag: antagonists of Gli-Sufu signaling. Sufu-KO-LIGHT fibroblasts, Gli luciferase reporter luminescence. inhibition, % at 5 µM. 340,000 compounds, 0.74% hits. AID 588413;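 active means inhibition above about 55%, limit read from the data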;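 further: 0% = DMSO-treated cells and 100% = wells with medium but no cells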
CCR6 antag: CCR6 (human) receptor antagonism; 340,000 compounds, 0.49% hits; CHO-K1 CCR6 PathHunter beta-arrestin, luminescence, CCL20-stimulated; inhibition, % at 20 µM;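 active means compounds whose inhibition of the agonist-driven luminescence signal at 20 µM reaches about 50%, limit read from the data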;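 further: cells stimulated with CCL20 at 14 nM final; plate controls were DMSO with CCL20 for no effect and DMSO without agonist for full effect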
Target sequence (P51684 whole entry, looked up): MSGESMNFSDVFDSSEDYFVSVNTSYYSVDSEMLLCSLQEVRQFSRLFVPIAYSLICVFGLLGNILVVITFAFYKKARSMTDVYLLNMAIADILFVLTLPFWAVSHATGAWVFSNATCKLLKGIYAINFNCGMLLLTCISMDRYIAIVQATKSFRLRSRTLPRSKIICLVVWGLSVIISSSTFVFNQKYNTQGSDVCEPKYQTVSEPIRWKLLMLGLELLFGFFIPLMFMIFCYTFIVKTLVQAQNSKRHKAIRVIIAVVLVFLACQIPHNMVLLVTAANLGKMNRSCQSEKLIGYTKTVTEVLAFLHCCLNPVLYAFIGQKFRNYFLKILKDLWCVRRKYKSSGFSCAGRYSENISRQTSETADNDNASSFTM
697 NFkB inh: inhibitors of the PMA/ionomycin-induced NF-kB reporter in 697 B cells. 697 B-cell NF-kB luciferase reporter, 16 h. inhibition, % at 4 µM. 330,000 compounds, 0.33% hits; in the data active means inhibition above about 35%
CXCR6 block: CXCR6 (human) receptor inhibition. O00574. CHO-K1 PathHunter CXCR6 beta-arrestin, luminescence. inhibition, % at 20 µM. 360,000 compounds, 0.36% hits; in the data active means inhibition above about 34%, passing the limit was not always enough;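 further: antagonist mode with CXCL16 agonist at 10 nM final; 0% = 10 nM CXCL16 with DMSO and 100% = unstimulated wells without agonist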
* hit, by the source's call; / = no result given; & = joins results of further samples; ! = repeats disagree.

SMILES	Jurkat NFkB inh	UBC13 polyUb	EBI2 antag	APJ antagonist	Gli-Sufu antag	CCR6 antag	697 NFkB inh	CXCR6 block
CC(C)P(=O)(Cc1cccc(C#N)c1)C(C)C	-38	-3	-2	-13	3	5	-35	0
O=C(NCc1ccco1)c1ccc(CS(=O)(=O)c2cccc(C(F)(F)F)c2)o1	-2	-8	1	-1	14	7	11	6
N=c1c(C(=O)NCc2ccc3c(c2)OCO3)cc2c(=O)n3ccccc3nc2n1Cc1cccnc1	-11	-10	-4	2	10	10	-2	14
O=C(CN(C(=O)CCC(=O)Nc1nccs1)c1ccc(F)cc1)NCC1CCCO1 (centres undefined)	3	5	-1	21	-13	-8	-3	-16
Cc1cc(NS(=O)(=O)c2ccc(-c3ccccc3)cc2)no1	13	2	12	-4	6	8	4	-3
Cc1cc(C)n2cc(CSc3ccc(Br)cc3)nc2n1	-12	14	3	6	-35	12	-13	6
CC1CCCN(C(=O)C2CCN(S(=O)(=O)c3cccc4nonc34)CC2)C1 (centres undefined)	17	3	-3	7	-30	8	7	2
O=C(NCc1ccccc1)C1=C[C@H](c2coc3ccccc3c2=O)C[C@H](OCc2ccc(CO)cc2)O1	-5	-6	-6	-25	14	-3	12	3
COc1ccc(S(=O)(=O)N2CCC(C(=O)NCCCN3CCOCC3)CC2)cc1	-6	0	-10	8	4	9	-6	-4
CCCSc1nnc(CSc2nc(C)cc(C)n2)n1C	-9	-21	-3	-13	-15	-7	-3	-6
COc1ccc(NC(=O)c2cc3c(CO)cnc(C)c3oc2=Nc2cccc(F)c2)c(OC)c1	10	5	4	18	-10	7	-8	2
COc1ccccc1C(=O)NC(CCSC)C(=O)NCC(c1cccs1)N1CCOCC1 (centres undefined)	3	-4	-1	-83	-3	4	-5	-3
Cc1nnc2c(NC3CCCCC3)nc3ccccc3n12	-4	2	10	19	8	3	20	0
Cc1c(C(=O)OCC(=O)N(C)Cc2ccccc2)oc2ccccc12	-3	12	2	21	-2	18	12	3
CS(=O)(=O)NNC(=O)CN1C(=O)C2C3C=CC(C3)C2C1=O (centres undefined)	7	-4	0	19	-8	3	24	4
CCCCCCCCCCCCCCCC[n+]1cccc(C(=O)N(CC)CC)c1	86*	70*	-6&-8	38	72*!	30&36	-28	16&14
COC(=O)c1oc2ccccc2c1-n1cccc1	-3	9	3	-1	8	6	0	5
Cc1nc2ccc(C(C(F)(F)F)(C(F)(F)F)C(F)(F)F)cc2[nH]1	8	5	13	-10	2	3	-8	-9
CCOC(=O)Cn1c(S(=O)(=O)Cc2cccc(F)c2)nc(-c2ccccc2)c1-c1ccccc1	-46	1	23	-6	12	10	-104	8
CCCCCCCCCn1cc(C(C)=O)c(=O)[nH]c1=O	-3	-4	-11	0	4	13	5	-2
CC(C)c1ccc(S(=O)(=O)N2CCC(C(=O)NCC3(N(C)C)CCCCC3)CC2)cc1	-4	18	3	9	28	23	-14	11
CC1CCN(Cc2c(C(=O)O)nnn2-c2nonc2N)CC1	0	-10	-3	-1	3	1	1	-6
c1ccc(OCc2nn3c(Cn4cnc5ccccc54)nnc3s2)cc1	5	6	1	21	45	7	-15	1
Cc1ccccc1NC(=O)Nc1cc(S(N)(=O)=O)ccc1C	1	-1	-10	7	6	2	-9	-1
CCOC(=O)c1cnn(-c2cc(C)nc3c(-c4ccccc4)cnn23)c1N	-3	6	5	-1	-6	-1	2	6
Next section
SMILES	Jurkat NFkB inh	UBC13 polyUb	EBI2 antag	APJ antagonist	Gli-Sufu antag	CCR6 antag	697 NFkB inh	CXCR6 block
CNC(=O)CSc1nnc(-c2ccco2)n1-c1cccc(C)c1	6	4	1	14	-15	14	4	-6
O=C(C[C@@H]1C/C=C\CC[C@H](Cc2ccc(F)cc2)C(=O)OC[C@@H]2CCCN2C1=O)N[C@H](CO)Cc1ccccc1	-12	15	-8	-11	0	0	-28	-3
N#Cc1c(N2CCOCC2)nsc1-c1ccc(C(F)(F)F)cc1	-65	18	2	1	-44	11	-106	-12
CCOc1ccc(Cl)cc1/C=N/NC(N)=O	-11	50*	-3	10	4	-3	6	3
N#CCCN(CCC#N)S(=O)(=O)c1ccc(C(=O)Nc2nnc(C3=COCCO3)o2)cc1	-13	-12	-4	5	-11	18	-5	7
COC(C/C=C\C(=O)[C@@H](C)OCc1ccccc1)OC	6	4	/	10	/	/	4	/
C/C(O)=C(/C=NCC(=O)O)C(=O)Nc1nccs1	7	8	-1	10	0	8	-1	-5
Cc1ccccc1C(=O)NC(NCC1CCCO1)C(Cl)(Cl)Cl (centres undefined)	-14	4	-6	13	0	5	15	4
CS(=O)(=O)N(CC(=O)NCCSCc1cccc(Cl)c1)c1ccc(F)cc1	-6	-1	18	-12	9	18	-7	5
Cc1ccc(S(=O)(=O)NCC(=O)N2CCOCC2)cc1	2	-4	-4	7	2	6	2	-9
C[C@]12C=CC(=O)C=C1CC[C@@H]1[C@@H]2C(=O)C[C@@]2(C)[C@H]1CC[C@]2(O)C(=O)CO	11&-10	-4&5	0&-10	7&16	7&14	-10&4	22&21	1&9
C=CCNC(=S)Nc1ccc2nc(C)oc2c1	3	-6	2	1	-17	1	-34	1
Nc1nc2ccc(-c3nc4ccccc4o3)cc2s1	-116	7	1	-4	-1	14	-127	2
CCCC(=O)Nc1nc2nc(-c3ccccc3)cc(-c3ccccc3)n2n1	7	16	-4	7	9	6	32	6
Cn1c(=O)c2c(nc(N3CCN(C(=O)c4ccco4)CC3)n2CCSc2ncccn2)n(C)c1=O	-2	-3	3	7	-17	-11	9	4
Cc1nc(C)c(C(=O)O)c(-c2ccsc2)c1C(=O)O	-1	-2	5	13	-1	11	11	8
CCOc1ccc(NC(=O)CN2CCN(c3ccc(F)cc3)CC2)cc1	-10	5	-1	-6	-26	4	5	0
Cc1cc(C)n(CCNC(=O)c2cc(COc3ccc4ncccc4c3)on2)n1	9	14	-5	13	3	6	-12	-9
CSc1cccc(NC(=O)c2cc(S(=O)(=O)N3CCc4ccccc43)cn2C)c1	8	-11	38	-12	-2	-3	7	-4
COc1ccc(-c2c(C#N)c(N)nc3sc(C(=O)c4ccccc4)c(N)c23)cc1	/	/	49*	/	11	22	/	5
O=C(O)c1ccc(CSCc2ccco2)cc1	14	1	0	8	1	-10	14	2
O=C(C=C1CCN(c2ncc(C(F)(F)F)cc2Cl)CC1)NNC(=O)Nc1ccc(Cl)cc1	0	-2	0	-6	3	1	16	4
COc1ccc(Cl)cc1NC(=O)CC(C)c1ccccc1 (centres undefined)	-5	11	7	20	-6	27	-14	-1
COc1ccc(S(=O)(=O)N2CCN(C(=O)c3c(-c4ccccc4)noc3C)CC2)cc1	19	3	-5	5	-3	9	8	-13
Cc1c(NC(=O)c2cccs2)cccc1-c1nc2ccccc2s1	-15	6	-8	-11	4	-13	-3	-5
Continued:
SMILES	Jurkat NFkB inh	UBC13 polyUb	EBI2 antag	APJ antagonist	Gli-Sufu antag	CCR6 antag	697 NFkB inh	CXCR6 block
CS(=O)(=O)N(Cc1nc2sc3c(c2c(=O)[nH]1)CCCC3)C1CCCCC1	5	9	/	-30	10	-19	-18	/
Cc1ccc(S(=O)(=O)NCc2ccc(C(=O)NC3CCC(O)CC3)cc2)cc1C (centres undefined)	-3	0	2	-12	1	20	-5	-5
COC(=O)[C@@H]1C[C@]2(OC(=O)c3ccccc3)C=CC(=O)C[C@@H]2N1C(=O)OCc1ccccc1	-2	5	43	24	9	21	10	13
CCCC(C)NS(=O)(=O)c1ccccc1 (centres undefined)	1	5	-3	-1	-5	12	9	4
CN(C)C(=O)Cn1cnc2c(cnn2-c2ccccc2Cl)c1=O	-10	12	-5	8	2	-1	19	-3
O=[N+]([O-])c1ccc2c(c1)c(-c1ccccc1)nc1nncn12	/	/	-6	/	3	-4	/	4
O=C(/C=C/c1cccs1)Nc1nncs1	-28	2	-4	-23	-12	7	-4	4
Cc1ccc(C(=O)NCC(=O)NCC(=O)OCc2ccc(Oc3ccc([N+](=O)[O-])cc3)cc2)cc1	2	6	17	-2	6	5	14	-11
C=CCNC(=O)CSc1nc2sc3c(c2c(=O)n1CCCOC)CCC3	-3	-8	-1	1	/	8	7	3
Cc1cc(C)cc(NC(=S)Nc2ccccn2)c1	-3	1	1	16	9	-28	-11	3
CCOCCCNC(=O)C(c1ccc(Cl)cc1)N1CCN(c2ccccc2)CC1 (centres undefined)	21	-3	0	10	10	14	-13	-4
O=C(NC1CCCC1)C(c1cccnc1)N(Cc1ccccc1)C(=O)c1csnn1 (centres undefined)	-1	4	-13	14	4	12	9	3
O=C(CCSCCC(=O)NCc1ccccc1)NCc1ccccc1	9	6	5	7	-5	0	10	-2
O=C(Cn1ncc2c3ccccc3n(Cc3ccccc3F)c2c1=O)NC1CC1	-6	10	-17	27	-3	1	-7	3
Cc1ccc(CCNC(=O)c2cccc(N3CCCC3=O)c2)cc1	2	-2	0	14	-16	27	-43	1
CC1CCN(CCCNc2cc(NCCO)c([N+](=O)[O-])c3nonc23)CC1	7	-22	5	25	4	-4	24	-8
CCOC(=O)C1CCN(Cc2cc(C(C)(C)C)c(O)c(C(C)(C)C)c2)CC1	-4	-5	14	-1	-17	11	15	-6
O=C(Cc1ccccc1)Nc1cccc(NC(=O)c2ccccc2)c1	6	-1	-2	6	-20	7	5	5

3 compounds out of the list above, arranged by the value under Jurkat NFkB inh, ascending.
mol | Jurkat NFkB inh
O=C(/C=C/c1cccs1)Nc1nncs1 | -28
Cc1ccc(C(=O)NCC(=O)NCC(=O)OCc2ccc(Oc3ccc([N+](=O)[O-])cc3)cc2)cc1 | 2
CS(=O)(=O)N(Cc1nc2sc3c(c2c(=O)[nH]1)CCCC3)C1CCCCC1 | 5

By substructure, those above with fluorine (eleven)
SMILES	Jurkat NFkB inh	UBC13 polyUb	EBI2 antag	APJ antagonist	Gli-Sufu antag	CCR6 antag	697 NFkB inh	CXCR6 block
O=C(NCc1ccco1)c1ccc(CS(=O)(=O)c2cccc(C(F)(F)F)c2)o1	-2	-8	1	-1	14	7	11	6
O=C(CN(C(=O)CCC(=O)Nc1nccs1)c1ccc(F)cc1)NCC1CCCO1 (centres undefined)	3	5	-1	21	-13	-8	-3	-16
COc1ccc(NC(=O)c2cc3c(CO)cnc(C)c3oc2=Nc2cccc(F)c2)c(OC)c1	10	5	4	18	-10	7	-8	2
Cc1nc2ccc(C(C(F)(F)F)(C(F)(F)F)C(F)(F)F)cc2[nH]1	8	5	13	-10	2	3	-8	-9
CCOC(=O)Cn1c(S(=O)(=O)Cc2cccc(F)c2)nc(-c2ccccc2)c1-c1ccccc1	-46	1	23	-6	12	10	-104	8
O=C(C[C@@H]1C/C=C\CC[C@H](Cc2ccc(F)cc2)C(=O)OC[C@@H]2CCCN2C1=O)N[C@H](CO)Cc1ccccc1	-12	15	-8	-11	0	0	-28	-3
N#Cc1c(N2CCOCC2)nsc1-c1ccc(C(F)(F)F)cc1	-65	18	2	1	-44	11	-106	-12
CS(=O)(=O)N(CC(=O)NCCSCc1cccc(Cl)c1)c1ccc(F)cc1	-6	-1	18	-12	9	18	-7	5
CCOc1ccc(NC(=O)CN2CCN(c3ccc(F)cc3)CC2)cc1	-10	5	-1	-6	-26	4	5	0
O=C(C=C1CCN(c2ncc(C(F)(F)F)cc2Cl)CC1)NNC(=O)Nc1ccc(Cl)cc1	0	-2	0	-6	3	1	16	4
O=C(Cn1ncc2c3ccccc3n(Cc3ccccc3F)c2c1=O)NC1CC1	-6	10	-17	27	-3	1	-7	3
